Compound activity (PubChem BioAssay)
HCV core dimer = inhibitors of HCV core protein dimerization, primary screen, biochemical, TR-FRET, high-throughput; TR-FRET GST/Flag-core106 dimerization, 1536-well; inhibition, % at 5 µM; actives 0.33% (n = 300,000); AID 1899, 2009;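 active means inhibition above the mean of all tested compounds plus 3 SD, set per screening campaign, cut at about 45% in these data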
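assay system = GST-tagged and Flag-tagged HCV core protein residues 1-106 | controls = unlabelled core106 and no-GST-core106 wells | incubation = compound-protein-antibody incubation 4 h at 22.5 °C | probe or stimulus = Eu donor and XL665 acceptor anti-tag antibodies | read-out = % inhibition based on acceptor/donor emission ratio | signal = TR-FRET 671 and 617 nm emission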
PREPL inh = PREPL enzyme inhibitors, primary screen, biochemical, fluorescence polarization; recombinant PREPL, fluorescence polarization activity-based probe; inhibition, % at 5.96 µM; actives 0.68% (n = 320,000); AID 2751, 2010; Prolyl endopeptidase-like (Homo sapiens), Q4J6C6; in the data active means inhibition above about 43%;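 further: 0% = enzyme with DMSO and 100% = wells lacking enzyme; many of its hits are not listed in these tables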
PP5 primary = PP5 phosphatase inhibitors, primary screen, biochemical, fluorescence. Serine/threonine-protein phosphatase 5 (Homo sapiens), P53041. purified PP5c, OMFP substrate fluorescence. inhibition, % at 6.7 µM. actives 0.18% (n = 320,000);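 active means inhibition above the campaign's mean inhibition across all tested compounds plus 3 SD, cut at about 9.5% in these data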;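 further: 0% = DMSO only and 100% = 100 µM cantharidin control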
Target sequence (P53041 whole entry, looked up): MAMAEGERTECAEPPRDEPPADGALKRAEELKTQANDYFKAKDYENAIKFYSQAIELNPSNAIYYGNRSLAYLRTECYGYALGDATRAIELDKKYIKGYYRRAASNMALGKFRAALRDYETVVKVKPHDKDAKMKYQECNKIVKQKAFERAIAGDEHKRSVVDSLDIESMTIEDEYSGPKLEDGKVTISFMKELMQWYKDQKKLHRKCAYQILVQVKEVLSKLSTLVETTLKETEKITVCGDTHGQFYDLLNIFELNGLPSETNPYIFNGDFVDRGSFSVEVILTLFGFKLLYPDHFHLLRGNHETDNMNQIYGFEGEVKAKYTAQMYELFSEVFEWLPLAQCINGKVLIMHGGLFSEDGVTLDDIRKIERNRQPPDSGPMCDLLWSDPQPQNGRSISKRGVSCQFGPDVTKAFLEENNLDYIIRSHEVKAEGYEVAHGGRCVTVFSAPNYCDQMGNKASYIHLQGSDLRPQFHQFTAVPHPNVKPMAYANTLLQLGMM
LYPLA2 inh = LYPLA2 inhibitors, primary screen, counter-screen for PME1 inhibitor project, biochemical, fluorescence polarization, FP-Rh probe ABPP. recombinant LYPLA2. actives 0.38% (n = 320,000). inhibition, % at 5.9 µM. AID 2177, 2009;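 active means inhibition above the screen-wide mean plus 3 SD, limit set per campaign, cut at about 26% in these data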;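 further: 0% = LYPLA2 with DMSO and 100% = wells lacking LYPLA2 enzyme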
Target sequence (O95372 whole entry, looked up): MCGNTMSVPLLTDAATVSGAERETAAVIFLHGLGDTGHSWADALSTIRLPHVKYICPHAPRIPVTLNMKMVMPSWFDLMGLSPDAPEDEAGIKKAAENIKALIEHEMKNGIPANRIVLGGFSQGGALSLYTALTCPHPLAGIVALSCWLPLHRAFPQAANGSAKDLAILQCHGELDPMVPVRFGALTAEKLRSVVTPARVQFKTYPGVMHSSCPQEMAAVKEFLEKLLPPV
TPT1 inhibitor = Candida albicans TPT1 enzyme inhibitors, primary screen, biochemical, fluorescence polarization | actives 0.81% (n = 300,000) | recombinant caTPT1, FP RNA substrate dephosphorylation | tRNA 2'-phosphotransferase TPT1 (Candida albicans SC5314) | inhibition, % at 5 µM;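 active means inhibition above the mean of all tested compounds plus 3 SD, set per screening campaign, cut at about 24% in these data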;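 further: plate controls were DMSO alone for no effect and ferristatin control at 100 nM for full effect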
GASC-1 inh = inhibitors of GASC-1 histone demethylase, primary screen, biochemical, fluorescence, DELFIA europium; actives 0.069% (n = 330,000); GST-JMJD2C(1-420) H3K9me3 demethylation; inhibition, % at 2.35 µM;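 active means more than half of a compound's replicate wells show inhibition beyond 50%, single wells judged on their own value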;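 further: signal counts dimethyl H3K9 product captured on neutravidin plate; 0% = median of DMSO wells and 100% = 0.3 times that DMSO median; strong numbers were not always called active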
Efflux pump mplx = inhibitors of Candida efflux pumps in yeast, primary screen, S. cerevisiae, Nile Red, multiplex; actives 0.44% (n = 330,000); inhibition, % at 10 µM; S. cerevisiae Candida pump triplex; AID 485275, 2010;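 active means plate passing quality check with inhibition over a set limit, or well fluorescence over plate mean plus 4 SD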;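 further: Nile Red retained in pooled yeast measured as flow cytometry median fluorescence; 0% = buffer negative control and 100% = Enniatin B positive control; higher means more Nile Red kept so more efflux inhibition; some compounds called inactive have numbers as strong as hits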
PP1 counter = PP1-alpha phosphatase inhibitors, primary screen, counter-screen for PP5 inhibitor project, biochemical, fluorescence, OMFP substrate, single point; purified PP1alpha; inhibition, % at 6.7 µM; actives 0.9% (n = 320,000); Serine/threonine-protein phosphatase PP1-alpha catalytic subunit (Homo sapiens), P62136;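 active means inhibition above the mean inhibition of all tested compounds plus 3 SD, computed separately for each screening campaign, cut at about 15% in these data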
Target sequence (P62136 whole entry, looked up): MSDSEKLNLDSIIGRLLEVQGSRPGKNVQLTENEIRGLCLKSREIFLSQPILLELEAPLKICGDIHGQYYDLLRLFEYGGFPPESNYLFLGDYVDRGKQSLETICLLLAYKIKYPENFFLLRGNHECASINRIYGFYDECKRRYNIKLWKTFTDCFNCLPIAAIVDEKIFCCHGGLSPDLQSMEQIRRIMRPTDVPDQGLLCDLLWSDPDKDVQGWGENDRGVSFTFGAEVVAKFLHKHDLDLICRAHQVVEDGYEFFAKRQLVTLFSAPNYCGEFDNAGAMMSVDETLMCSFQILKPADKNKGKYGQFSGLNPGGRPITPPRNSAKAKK
CTSL1 counter = Fasciola hepatica cathepsin L1 inhibitors, primary screen, counter-screen for PFM18AAP inhibitor project, biochemical, QFRET, fluorogenic peptide substrate | recombinant F. hepatica cathepsin L1, Z-Leu-Arg-MCA fluorescence | inhibition, % at 5.96 µM | actives 0.49% (n = 300,000) | AID 1906, 2009;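 active means inhibition above the mean of all tested compounds plus 3 SD, set per screening campaign, cut at about 17% in these data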;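 further: 0% = plate median of test compound wells and 100% = 1 µM Z-Phe-Ala-diazomethylketone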
* = called active by the depositor; nt = no result given; & = joins results of further samples.

smiles	PP1 counter	HCV core dimer	Efflux pump mplx	TPT1 inhibitor	PP5 primary	GASC-1 inh	PREPL inh	CTSL1 counter	LYPLA2 inh
Nc1cc(C(F)(F)F)ccc1OCC1CCCO1 (stereo not given)	-1	6	0.1	-2	1.9	-2	-5	1	-1
CC1CCCCN1CCCNC(=O)CN1C(=O)c2cccnc2Oc2ccccc21 (stereo not given)	-3	3	-0.1	-2	2.4	-16	6	0	8
CC1CN=C(NC2CCCCC2C)S1 (stereo not given)	3	3	-0.1	0	2.4	-1	8	2	1
CCOc1ccc(NC(=S)NS(=O)(=O)c2cc(Br)ccc2OCC)cc1	-4	3	0.1	3	0.9	2	-4	-1	-3
CN1CCN(C(=O)c2cccc(S(=O)(=O)N3CCCCC3)c2)CC1	-5	0	0.0	0	3.3	-2	13	10	1
O=C(COC(=O)CNC(=O)c1ccccc1F)Nc1ccc2c(c1)OCO2	2	nt	-0.1	nt	-0.1	7	6	nt	-4
OCCNCc1cccc2ccccc12	7	0	0.1	0	1.1	6	-4	0	-1
N=c1sccn1CC(=O)Nc1cc(Cl)ccc1[N+](=O)[O-]	-1	1	0.1	-5	0.8	20	-2	1	2
Cc1cc(C(=O)Nc2ccon2)cs1	-3	-4	0.1	-1	3.5	3	6	-6	10
O=C1C(C=NCCCN2CCOCC2)=C(O)c2ccccc21	0	-4	0.0	-3	0.4	-39	14	1	9
O=C(Nc1ccc(F)c(F)c1)C1CCCN(S(=O)(=O)c2cnc[nH]2)C1 (stereo not given)	-1	8	0.1	-1	-0.4	-5	-6	1	-1
CS(=O)(=O)N1CCC(NC(=O)Nc2ccc(OC(F)(F)F)cc2)CC1	-5	nt	0.0	nt	2.3	1	-3	nt	-1
O=C(O)CCC(=O)Nc1ccc(S(=O)(=O)N2CCCC2)cc1	-4	-4	0.1	-3	6.8	-5	-1	0	1
CC(C)c1onc(C(=O)Nc2ccc3c(c2)OCO3)c1[N+](=O)[O-]	-1	10	0.0	1	2.6	24	12	-3	7
CCCCOc1cccc(C2C(C(=O)c3cccs3)=C(O)C(=O)N2Cc2cccnc2)c1 (stereo not given)	7	10	-0.3	-2	-0.6	-11	-7	-3	-9
COCC(=O)Nc1ccc(S(=O)(=O)NCCc2ccccc2)cc1	-1	1	-0.1	-1	0.9	-2	-2	-3	6
CC1CN(CCCCOc2cccc(Oc3ccccc3)c2)CC(C)O1 (stereo not given)	2	-3	0.0	-2	0.9	8	9	5	1
O=S(=O)(c1cccc(-c2nnco2)c1)N1CCOCC1	5	-16	0.0	-4	-0.9	3	14	3	5
CC12CCC(C)(c3nc4ccccc4nc31)C2(C)C	0	-5	0.2	-4	2.2	1	-2	1	-2
COc1ccc(S(=O)(=O)N(C)CC(=O)N2CCCCC2)cc1Cl	-1	-2	0.0	1	0.0	-5	5	-7	7
COc1ccc2[nH]c(C(=O)NCc3ccc4c(c3)OCO4)cc2c1	-6	-2	0.3	1	2.1	8	10	-5	-5
COc1ccc(CN(C(=O)c2ccc(-c3ccccc3)[nH]2)C(C(=O)NCC2CCCO2)c2ccc(C)o2)cc1 (stereo not given)	4	5	0.0	0	2.6	7	7	0	-2
Cc1ccc(C(=O)N2CCN(c3ccc(NC(=O)c4cccnc4Cl)cc3)CC2)cc1	-1	0	0.1	0	2.6	7	1	0	49*
O=C(C1COc2ccccc2O1)N1CCN(c2ccccc2Cl)CC1 (stereo not given)	-1	9	-0.1	-7	2.9	-12	-5	0	-2

Single entries from the results shown:
Result for CC1CN(CCCCOc2cccc(Oc3ccccc3)c2)CC(C)O1 (stereo not given) under GASC-1 inh: 8
Result for O=C(Nc1ccc(F)c(F)c1)C1CCCN(S(=O)(=O)c2cnc[nH]2)C1 (stereo not given) under PP1 counter: -1
Result for CCCCOc1cccc(C2C(C(=O)c3cccs3)=C(O)C(=O)N2Cc2cccnc2)c1 (stereo not given) under TPT1 inhibitor: -2
Result for COc1ccc(CN(C(=O)c2ccc(-c3ccccc3)[nH]2)C(C(=O)NCC2CCCO2)c2ccc(C)o2)cc1 (stereo not given) under CTSL1 counter: 0

Additional records follow:
smiles	PP1 counter	HCV core dimer	Efflux pump mplx	TPT1 inhibitor	PP5 primary	GASC-1 inh	PREPL inh	CTSL1 counter	LYPLA2 inh
O=C(COC(=O)c1ccc(S(=O)(=O)NCc2ccco2)cc1)NC1CCCCC1	1	-3	-0.1	-5	1.9	-18	6	-9	5
COc1ccc(S(=O)(=O)N2CCCOC2CNC(=O)C(=O)NCc2ccccc2F)cc1C (stereo not given)	0	-4	0.0	0	1.4	2	0	-2	-4
COc1ccc(Nc2ncc(F)c(N3CCOCC3)n2)cc1	-2	-2	-0.1	0	0.4	-3	13	1	2
CSCCC1NC(=S)N(Cc2ccccc2)C1=O (stereo not given)	0	-5	0.0	-2	-0.7	-8	3	7	-4
COC(=O)c1cc(Cl)c(NC(=O)Cc2ccccc2)cc1OC	-5	1	0.1	-5	0.8	1	11	-2	-5
Clc1ccc2nc3c4ccccc4cnn3c2c1	-1	-5	-0.1	0	4.0	3	2	-1	2
O=C(NCCS(=O)(=O)c1ccc(Br)cc1)c1ccccc1	0	4	-0.1	0	-3.1	4	-8	0	-4
CNc1nc(-c2ccccc2)nc(-c2ccccc2)c1C#N	-2	-44	0.2	-1	1.1	-16	14	6	-2
COc1ccc(S(=O)(=O)N2CCOC23CCN(S(=O)(=O)c2ccc(Cl)cc2)CC3)cc1	-5	10	-0.1	-2	-0.2	12	-1	-2	-3
O=C(c1ccc(OC2CCN(Cc3cccc(OCCO)c3)CC2)cc1)N1CCCC1	-3	-6	0.2	1	1.9	-2	20	-8	4
CCOC(=O)C(Cc1ccc(Cl)cc1Cl)c1ccno1 (stereo not given)	1	4	0.0	0	-0.5	4	-26	11	3
CCC(C)(C)n1nnnc1C(c1cc2cc(OC)ccc2[nH]c1=O)N1CCc2ccccc21 (stereo not given)	1	14	-1.1	0	3.0	-10&-8	9	2	3
CCC(=O)Nc1ccc(-c2nnc(SCC(=O)Nc3nccs3)n2C)cc1	7	-6	-0.4	-4	2.2	-1	2	-1	4
Cc1cc(NC(=O)CSc2nc3ccccc3c(=O)n2CCCC(=O)NCc2ccco2)n[nH]1	-1	4	0.4	5	2.8	-28	17	4	5
O=C1CCCN2N=C(SCC(=O)Nc3ccc(OC(F)(F)F)cc3)SC2=N1	6	-9	0.0	-1	2.5	-2	-6	-4	-9
O=C(ON=C1CCN(S(=O)(=O)c2ccccc2)CC1)c1cccc(Cl)c1	0	10	-0.3	1	-0.6	-2	-15	5	1
CCOc1ccc(C(=O)/C=C/c2ccc(SC)cc2)cc1	-3	0	0.0	3	1.4	14	1	-1	-7
CC(C)COc1ccc(-c2nn(-c3ccccc3)cc2CO)cc1	4	-16	0.0	-8	5.2	-6	21	4	1
CCOc1ccc(Br)cc1S(=O)(=O)Nc1ccc(C(=O)OCC(=O)N(C)c2ccccc2)cc1	1	23	-15	-1	2.4	-10	-2	1	-6
COc1ccccc1NS(=O)(=O)c1cc(NC(=O)Nc2ccccc2)ccc1N1CCCCC1	1	18	0.1	0	2.5	6	-11	0	-50
O=C(NNC(=S)NCc1ccc(Cl)cc1)c1ccc(Br)o1	1	-1	0.0	-1	0.3	-5	14	0	4
Cc1cccc(NC(=O)CN2C(=O)N/C(=C\c3ccccc3OCc3ccc(C(=O)O)cc3)C2=O)c1	8	-6	-0.1	-4	0.7	-2	14	6	-6
Cc1c(Cl)cccc1NC(=S)NN	-4	2	0.0	0	-3.1	-1	5	-2	-3
CCc1cccc(C)c1NC(=O)CN1C(=O)NC(Cc2ccccc2)C1=O (stereo not given)	-3	-6	-0.1	2	1.4	-3	3	1	3
CCOc1ccc(N2CC(O)(c3ccc(F)cc3)[N+]3=C2CCCC3)cc1 (stereo not given)	-4	6	-0.1	-3	1.4	-3	-3	-1	2
Cc1ccc(CNC(=O)CSCC(=O)O)cc1	-4	-3	0.0	1	-0.4	-7	-4	1	-2
COc1ccccc1CCNC(=O)CNC(=O)Cc1cccc2ccccc12	-4	2	-0.1	-4	5.6	7	-6	-3	1
COC(=O)c1cccc(NC(=S)NCc2ccc(Cl)cc2)c1	0	7	-0.3	-7	2.5	3	-30	4	-4
COc1ccc(C2Nc3ccccc3C(=O)N2c2ccc(F)cc2)cc1CSc1ccccn1 (stereo not given)	0	10	0.1	5	0.0	-5	-4	-2	2
CCOC(=O)c1ccc(Oc2nc(NC)nc(OC)n2)cc1	-3	-3	0.1	-5	-1.4	-1	-7	-2	4
CCN(CC)c1ccc(C(=O)OCC(=O)N(C)Cc2ccccc2)cc1	2	5	0.1	1	-3.3	nt	2	-3	8
COc1ccccc1CNC(=O)COC(=O)/C=C/c1ccc(OC(F)F)c(OC)c1	-1	3	0.0	-1	0.3	19	3	-7	4
CNC(=O)C1Cc2ccccc2CN1S(=O)(=O)c1ccc(OC)c(OC)c1 (stereo not given)	-3	9	0.1	-1	1.1	5	-3	-3	-8
Cn1c2c(c(=O)n(C)c1=O)C(c1cccc([N+](=O)[O-])c1)Nc1ccccc1O2 (stereo not given)	-4	0	0.0	-4	-0.8	13	8	0	4

Fetched by compound from the entries so far:
smiles	PP1 counter	HCV core dimer	Efflux pump mplx	TPT1 inhibitor	PP5 primary	GASC-1 inh	PREPL inh	CTSL1 counter	LYPLA2 inh
Cn1c2c(c(=O)n(C)c1=O)C(c1cccc([N+](=O)[O-])c1)Nc1ccccc1O2 (stereo not given)	-4	0	0.0	-4	-0.8	13	8	0	4
CCOc1ccc(N2CC(O)(c3ccc(F)cc3)[N+]3=C2CCCC3)cc1 (stereo not given)	-4	6	-0.1	-3	1.4	-3	-3	-1	2
CNC(=O)C1Cc2ccccc2CN1S(=O)(=O)c1ccc(OC)c(OC)c1 (stereo not given)	-3	9	0.1	-1	1.1	5	-3	-3	-8
COc1ccc(C2Nc3ccccc3C(=O)N2c2ccc(F)cc2)cc1CSc1ccccn1 (stereo not given)	0	10	0.1	5	0.0	-5	-4	-2	2

Three compounds out of the list, sorted by SMILES length, low to high:
smiles	PP1 counter	HCV core dimer	Efflux pump mplx	TPT1 inhibitor	PP5 primary	GASC-1 inh	PREPL inh	CTSL1 counter	LYPLA2 inh
CCN(CC)c1ccc(C(=O)OCC(=O)N(C)Cc2ccccc2)cc1	2	5	0.1	1	-3.3	nt	2	-3	8
COc1ccccc1CNC(=O)COC(=O)/C=C/c1ccc(OC(F)F)c(OC)c1	-1	3	0.0	-1	0.3	19	3	-7	4
Cn1c2c(c(=O)n(C)c1=O)C(c1cccc([N+](=O)[O-])c1)Nc1ccccc1O2 (stereo not given)	-4	0	0.0	-4	-0.8	13	8	0	4

A portion of the library; count on the stated rates, not on these rows.
